Screens: PubChem, Broad Institute
DENV2 CPE rescue = protects cells from dengue virus 2 cytopathic effect; 350,000 compounds, 1.7% hits; DENV2-infected cells, cytopathic effect rescue, plate reader; CPE inhibition, % at 9.99 µM; in the data active = CPE inhibition above about 20%, passing the limit was not always enough; inconclusive = no clear call, values can overlap the other calls; tested in BHK-21 cells;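 also: 0% = median of neutral control wells and 100% = median of positive control wells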
ERAP1 HTS inh = blocks human ERAP1 aminopeptidase activity | inhibition, % at 10.7 µM | 340,000 compounds, 0.15% hits | Q9NZ08 | recombinant ERAP1, Leu-AMC fluorescence, 60 min;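 active = mean replicate inhibition of at least 30%, or all replicates individually reaching that 30% level; inactive = mean below 30% and not every replicate reaching it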;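 also: 0% = neutral control wells and 100% = L-leucinethiol positive control wells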
miR122 inh = inhibitors of miR-122 in Huh7 cells. Huh7 miR-122 Renilla luciferase sensor, 48 h; neutral wells = 0, positive control = 100. 340,000 compounds, 0.3% hits. AID 602342. activation (reporter increase), % at 12.5 µM;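 active = mean replicate activation score at least 90 and every replicate individually at or above 90; inconclusive = only one of the two criteria met; inactive = neither criterion met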;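 also: higher luciferase means less miR-122 activity so hits act as miR-122 inhibitors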
Casp6 inh = inhibitors of human caspase-6; inhibition, % at 12.5 µM; P55212; AID 686996; 350,000 compounds, 0.53% hits; purified caspase-6, Z-VEID-R110 cleavage fluorescence;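 active = mean inhibition across replicates at least about 35%, with every replicate also reaching that limit, limit read from the data; inconclusive = only one of the two criteria met; inactive = neither criterion met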;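 also: 0% = median of neutral control wells and 100% = no fluorescence left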
Target sequence (P55212 24-179 limits assumed): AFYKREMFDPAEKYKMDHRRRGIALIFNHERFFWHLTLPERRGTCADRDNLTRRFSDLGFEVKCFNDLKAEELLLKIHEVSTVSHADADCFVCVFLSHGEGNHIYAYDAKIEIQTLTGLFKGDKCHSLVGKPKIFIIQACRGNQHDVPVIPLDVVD
Target sequence (P55212 194-293 limits assumed): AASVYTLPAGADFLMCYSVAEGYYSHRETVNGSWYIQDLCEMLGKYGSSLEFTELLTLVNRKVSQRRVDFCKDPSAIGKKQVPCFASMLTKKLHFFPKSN
ERp5 block = inhibitors of human ERp5 | ERp5 insulin aggregation, absorbance 650 nm, 90 min | 350,000 compounds, 0.05% hits | inhibition, % at 9.99 µM;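 active = mean replicate inhibition above about 25%, with every replicate also reaching it, limit read from the data, passing the limit was not always enough; inconclusive = only one of those two criteria met; inactive = neither criterion met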
Target sequence (Q15084 whole entry, looked up): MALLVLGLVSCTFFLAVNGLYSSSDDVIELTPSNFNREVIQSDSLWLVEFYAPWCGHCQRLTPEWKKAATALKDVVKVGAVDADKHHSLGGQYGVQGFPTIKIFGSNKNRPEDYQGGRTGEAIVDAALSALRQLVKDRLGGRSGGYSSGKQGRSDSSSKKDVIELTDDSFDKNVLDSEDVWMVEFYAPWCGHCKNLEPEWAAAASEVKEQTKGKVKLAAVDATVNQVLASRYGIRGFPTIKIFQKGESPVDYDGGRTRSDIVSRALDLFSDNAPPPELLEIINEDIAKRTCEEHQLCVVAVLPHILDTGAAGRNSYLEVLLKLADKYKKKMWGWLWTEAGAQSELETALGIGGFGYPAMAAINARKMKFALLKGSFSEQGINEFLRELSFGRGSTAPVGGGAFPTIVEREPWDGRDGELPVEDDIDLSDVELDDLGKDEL
F508del corr = correctors of CFTR F508del function in bronchial epithelial cells; AID 720511; activity (quench increase), % at 7.58 µM; 350,000 compounds, 0.36% hits; CFBE cells, YFP halide quenching; stimulated with forskolin plus potentiator P3; % fluorescence drop versus neutral controls;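 active = mean added fluorescence quench of at least 8% versus neutral control, with both replicates also reaching 8%; inconclusive = only one of the mean or replicate conditions met; inactive = mean below 8% and not both replicates reaching 8%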;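 also: cells transiently co-express mutant CFTR-F508del with the halide-sensitive YFP; corrector assay measuring rescue of mutant channel to the surface after 24 h compound exposure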
SIRT5 inh = blocks human SIRT5 desuccinylation of peptide. Purified SirT5, succinyl-peptide AMC, trypsin-coupled fluorescence. 330,000 compounds, 1.1% hits. inhibition, % at 15 µM; in the data active = inhibition above about 15%; inconclusive = no clear call, values can overlap the other calls
Target sequence (Q9NXA8 whole entry, looked up): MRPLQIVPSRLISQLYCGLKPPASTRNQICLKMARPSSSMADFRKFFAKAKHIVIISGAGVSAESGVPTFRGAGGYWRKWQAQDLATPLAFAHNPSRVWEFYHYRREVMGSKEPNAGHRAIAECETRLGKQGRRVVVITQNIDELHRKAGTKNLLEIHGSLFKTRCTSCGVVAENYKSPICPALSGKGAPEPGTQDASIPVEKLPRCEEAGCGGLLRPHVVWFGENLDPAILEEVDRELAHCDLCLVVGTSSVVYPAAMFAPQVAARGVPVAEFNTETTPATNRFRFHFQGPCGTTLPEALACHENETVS
* hit, by the source's call; u = inconclusive; x = no result given; & = joins results of further samples; [ ] = another dose, or the depositor's remark.

Below each SMILES – DENV2 CPE rescue, ERAP1 HTS inh, miR122 inh, Casp6 inh, ERp5 block, F508del corr, SIRT5 inh
#1 COc1ccc2c3c([nH]c2c1)[C@@H](CO)N(C(=O)NC1CCCC1)CC31CCN(C(=O)Nc2cccc(F)c2)CC1
→ -12, 0, x, 2, -6, 0.9, 6
#2 CN1CCN(C(=O)C[C@H]2CC[C@H]3[C@@H](COC[C@@H](O)CN3Cc3cccc(Cl)c3)O2)CC1
→ -6, 1, 3[16.7 µM], -3, -3, -0.8, 1
#3 CC1=NNC(=O)C1Cc1ccccc1 (stereo not given)
→ -5, -7, 0, 4, 6, -33, 2
#4 CCN(CC)c1ccc(/C=N/NC(=O)c2ccc3nc[nH]c3c2)cc1
→ -8, 7, 7, 1, -8, 3.9, -1
#5 O=C(Nc1ccc(Cl)cn1)c1ccc2nccnc2c1
→ 6, 0, -3, -1, -6, -0.1, 2
#6 CCOCCCNC(=O)/C(C#N)=C/c1cc(C)c(O)c(C)c1
→ 0, 1, x, 0, 1, 3.3, 23*
#7 Cc1ccc(NC(=O)C(C)Sc2nnc3ccccn23)cc1 (stereo not given)
→ -4, 4, 4, -1, -1, 3.7, -8
#8 Cc1cc(=O)n2nc(N3CCCC(C(=O)NCc4ccccc4)C3)sc2n1 (stereo not given)
→ u, 1, -4, -1, 2, 0.6, -1
#9 Cc1ccc(S(=O)(=O)NN2C(=O)/C(=C\c3ccc(Cl)cc3)SC2=S)cc1
→ 6, -6, x, 5, 3, -5.2, -6
#10 O=C(O)c1cc(S(=O)(=O)N2CCOCC2)c[nH]1
→ 9, 1, -7, -3, -2, -0.8, -1
#11 C[C@@H]1CCCCO[C@H](CN(C)C(=O)Nc2ccc(C(F)(F)F)cc2)[C@@H](C)CN([C@@H](C)CO)C(=O)c2cc(NC(=O)Nc3ccccc3)ccc2O1
→ 1, -3, 12[16.7 µM], -1, 5, -4.5, 1
#12 COc1ccc(NC(=O)c2sc(=O)n(Cc3ccc(F)c(Cl)c3)c2C)cc1OC
→ 0, 0, x, -3, 0, 1.3, x
#13 COC(=O)C[C@@H]1CC[C@@H]2[C@@H](COc3ccc(NC(=O)Nc4ccc(C#N)cc4)cc3C(=O)N2C)O1
→ 8, -1, 3[16.7 µM], 2, -10, -0.2, -3
#14 COC(=O)[C@]12CCCCC=C1N(CCc1ccc(OC)c(OC)c1)C(=O)[C@H](CC(=O)N1CCN(C(=O)c3ccco3)CC1)C2
→ -2, x, x, -3, 3, -1.0, -5
#15 CCC(C(=O)Nc1ccsc1C(=O)OC)c1ccccc1 (stereo not given)
→ -2, 2, x, 2, 4, -2.9, -2
#16 Cc1ccc(NC(=O)COC(=O)c2ccc(Cl)cc2)cc1S(=O)(=O)N(C)C
→ 0, -1, x, -1, 1, -3.5, -3
#17 Cc1ccc(NS(=O)(=O)c2ccc(F)cc2)nc1
→ 5, -2, 4, -1, 3, 1.5, -8
#18 C/C=C/c1cnc2c(c1)C(=O)N([C@@H](C)CO)C[C@@H](C)[C@@H](CN(C)C(=O)c1cccc(F)c1)O2
→ 10, -1, x, 3, -3, 4.2, -3
#19 COc1cc(-c2ccc(Nc3ccccc3C(=O)O)c(OC)c2)ccc1Nc1ccccc1C(=O)O
→ 10, -6, 1, 40*, -4, 0.5, 30*
#20 Cc1ccc(C)c(NC(=O)COC(=O)COc2cccc3c2OC(C)(C)C3)c1
→ -5, 4, x, 1, 0, 2.2, 0

Brought forward from above: 2 compounds; new compounds follow.
Below each SMILES – DENV2 CPE rescue, ERAP1 HTS inh, miR122 inh, Casp6 inh, ERp5 block, F508del corr, SIRT5 inh
#19 COc1cc(-c2ccc(Nc3ccccc3C(=O)O)c(OC)c2)ccc1Nc1ccccc1C(=O)O
→ 10, -6, 1, 40*, -4, 0.5, 30*
#20 Cc1ccc(C)c(NC(=O)COC(=O)COc2cccc3c2OC(C)(C)C3)c1
→ -5, 4, x, 1, 0, 2.2, 0
#21 COc1ccccc1CNc1ccc2nnc(CCNC(=O)c3ccccc3)n2n1
→ 1, x, x, -3, 1, -1.6, 3
#22 CC(C)(C)OC(=O)[C@H](Cc1ccccc1)NC(=O)c1nc[nH]c1C(=O)NCC(=O)OCc1ccccc1
→ -7, 5, -4, -1, 2, -0.8, -13
#23 C[C@@H]1CCCCO[C@H](CN(C)CC2CCCCC2)[C@@H](C)CN([C@H](C)CO)C(=O)c2cc(NC(=O)NC3CCCCC3)ccc2O1
→ 3, x, -5[16.7 µM], x, x, -0.8, x
#24 O=C(NNC(=O)c1ccc2[nH]c(=O)c(=O)[nH]c2c1)c1cccc(Br)c1
→ 1, 2, x, 2, 1, 0.5, 2
#25 COc1ccccc1N1CCN(/N=C/c2ccc(Cl)c([N+](=O)[O-])c2)CC1
→ -3, -1, x, -2, 0, 0.4, -3
#26 COC(=O)CC(c1ccc(C#N)cc1)n1c(C)ccc1C (stereo not given)
→ 10, -1, -1, -1, -4, 3.5, x
#27 COc1ccc(CC(=O)Nc2cc(S(=O)(=O)N3CCOCC3)ccc2N2CCCC2)c(OC)c1
→ -12, 1, 2, 0, -2, 0.6, -6
#28 O=C(O/N=C1\CCCc2ccccc21)c1cccs1
→ 8, -3, -2, 0, -2, -3.5, -9
#29 CC(=O)OC[C@@H]1CN(Cc2ccccc2)C[C@H](n2cnc3c(N4CCCC4)ncnc32)O1
→ -9, 22, -11, 1, 8, -0.2, x
#30 C[C@@H]1CN([C@H](C)CO)C(=O)c2cc(C#Cc3cccnc3)cnc2O[C@@H]1CN(C)S(=O)(=O)c1ccccc1F
→ -6, -1, 0[16.7 µM], 1, -4, -0.3, -3
#31 CCOC(=O)c1c(C)[nH]c(C(=O)OCC(=O)c2ccc(OC)cc2OC)c1C
→ u, 1, x, -1, -4, 5.2, 6
#32 O=S(=O)(Cc1cc(NCc2ccccc2)nc(-c2ccncc2)n1)c1ccccc1
→ 10, 2, x, 0, 2, 0.3, 1
#33 CCCCCCn1c(=O)n2n(c1=O)[C@@H]1CN(S(=O)(=O)c3ccc(C)cc3)C[C@]1(O)[C@@H](OC(=O)NC1CCCC1)C2
→ 3, 0, -12, 2, 0, 0.4, 1
#34 Cc1ccc(NC(=S)N(Cc2cccc(Br)c2)CC2CCC(C(=O)O)CC2)cc1Cl (stereo not given)
→ 5, 4, x, 0, -2, -0.5, -2
#35 CC1=C(C(=O)Nc2cc(-c3cccc(F)c3)[nH]n2)C2(CCCCC2)OC1=O
→ 9, 2, -8, 7, -1, 0.2, x
#36 CC(=O)Cc1nsc(NC(=O)c2ccc(Br)o2)n1
→ 0, -1, 2, 0, -4, -6.7, -5
#37 O=C(NCc1ccc(Cl)cc1)c1cc2ccccc2oc1=O
→ 4, -2, -3, -2, 3, -1.0, 6
#38 CCOC(=O)c1nn(-c2ccc(F)cc2)c(=O)cc1OCC(=O)Nc1ccc(F)c(F)c1
→ -6, 3, -2, -2, 4, -1.8, -2
#39 CN1CCN(c2ccc(-c3cc(NC=O)c4ncc(-c5ccc(F)cc5)n4c3)cc2)CC1
→ 17, 0, x, -20, 1, -0.5, x
#40 Cc1ccc(NC(=S)N(CCN2CCOCC2)Cc2ccccc2F)cc1
→ 2, -1, -6, 0, -3, -1.4, 0
#41 O=C(NCC[C@@H]1CC[C@H](NC(=O)c2cccnc2)[C@@H](CO)O1)Nc1ccc(Cl)cc1
→ 0, -6, x, -2, -1, -2.5, -6
#42 O=C(N[C@H]1CC[C@@H](CCNS(=O)(=O)c2ccccc2Cl)O[C@@H]1CO)c1ccccc1
→ 2&14, 3&-4, x, -2&-7, 1&0, -3.1&-2.1, -3
#43 C[C@@]12C(=O)Nc3ccccc3C(=O)N1[C@H]1c3cc(Br)ccc3OC[C@@H]1[C@@H]2c1ccccc1
→ -22, -2, -4, 6, -3, 0.4, 2
#44 O=C(COC(=O)c1ccc(O)cc1O)NNC(=O)c1cccs1
→ -2, 0, 1, -1, -3, -2.7, 10
#45 CC(C)=C[C@@H]1C[C@H](C)[C@H]2CC[C@H](C)c3c(O)c(O)c(C)c1c32
→ 1, 0, x, 5, 3, -3.6, x
#46 O=C(NNC(=O)c1ccccc1Cl)c1ccncc1
→ 1, 1, 5, -5, 1, 0.7, -2
#47 O=C(C[C@@H]1C=C[C@H](NS(=O)(=O)c2ccc(F)cc2)[C@@H](CO)O1)NC1CCCCC1
→ x, 4, x, -2, -4, 1.9, -2
#48 CC(=O)c1ccc(C)cc1OC(=O)c1cccc(F)c1
→ -5, -7, -5, 1, -4, -1.3, -1
#49 COc1cccc(Cn2c(OCC3CCCO3)nc3c2c(=O)n(C)c(=O)n3C)c1 (stereo not given)
→ 9, -4, -12, 0, 0, 3.8, -2
#50 Cc1cc(C(=O)N/N=C/c2c(C)nn(-c3ccccc3)c2Cl)n[nH]1
→ -3, -1, -7, 13, 8, -1.2, x
#51 OC[C@H]1[C@@H](c2ccc(-c3cccc(F)c3)cc2)[C@H]2CN(CCC(F)(F)F)CCCCN21
→ 13, -1, 2[16.7 µM], 4, 3, -5.6, 24*
#52 COC(=O)c1scc(C)c1N1C(=O)c2ccccc2C1=O
→ -2, -3, 5, 1, -2, -0.5, -1
#53 O=C(Nc1cccc(Cl)c1)N[C@@H]1CC[C@@H](CCNC(=O)C2CCC2)O[C@@H]1CO
→ 5, 1, x, 0, -7, 1.6, 0
#54 CCCN(C)C[C@@H]1Oc2ncc(C#Cc3ccc(OC)cc3)cc2C(=O)N([C@H](C)CO)C[C@@H]1C
→ u, -2, -10[16.7 µM], 0, 6, -0.5, -2
#55 C/C(=N\NC(=O)c1ccc(CSc2nncn2C)cc1)c1ccc2ccccc2c1
→ x, 10, x, 3, 9, -2.2, -3
#56 Cc1ccc(C2=NN(C(=O)CCC(=O)O)C(c3ccc4c(c3)OCO4)C2)cc1 (stereo not given)
→ -1, -2, 5, 3, 2, 1.6, -3
#57 Cn1c(=O)[nH]c(=O)c2c1nc(N1CCN(c3ccccc3)CC1)n2CCSc1ncccn1
→ -3, 1, -6, 3, -12, 0.2, 0
#58 COc1ccc2nc(-c3ccccc3)nc(SCC(=O)NCC3CCCO3)c2c1 (stereo not given)
→ 0, -3, 6, 0, 3, -2.4, -3
#59 CC(C)c1ccc(CNc2ncccn2)cc1
→ -2, -4, 1, -12, 5, 2.1, 3
#60 CC1CC(C)CN(C(=O)c2ccc(S(=O)(=O)N3CCCCC3)cc2)C1 (stereo not given)
→ 0, -2, -3, -2, 6, -1.5, -2
#61 O=C(CCNS(=O)(=O)c1ccccc1)NNC(=O)COc1ccccc1F
→ u, -1, -4, 2, 7, -1.6, -4
#62 Cc1cnc(C(=O)Oc2cccc(Cl)c2Cl)cn1
→ 11, 2, 1, 3, 0, 1.6, -4
#63 O=C(CN1CCOCC1)N1c2ccccc2Sc2ccc(Cl)cc21
→ -4, 5, -2, 0, -8, -1.1, 1
#64 COc1cnc(-c2ccccc2)c(-c2ccccc2)n1
→ u, 1, -10, -3, -3, 0.8, -1
#65 CO[C@@H]1CN(C)C(=O)c2ccc(NS(=O)(=O)c3ccc(F)cc3)cc2OC[C@H](C)NC[C@H]1C
→ 13, -4, x, 1, 6, 1.1, -3
#66 C[C@H]1CN([C@@H](C)CO)C(=O)c2cc(C#CC3CC3)cnc2O[C@H]1CN(C)C(=O)c1ccc(F)cc1
→ -4, 0, -2[16.7 µM], -2, -8, 0.7, 1
#67 CCNc1nnc(SCC(=O)NC2CCCCCC2)s1
→ 3, -4, 2, -1, 5, -1.3, 2
#68 CCn1cc(C(=O)NCCCN2CCCCCC2)c(=O)c2cc(S(=O)(=O)N3CCc4ccccc4C3)ccc21
→ -6, -4, 0, -42, 1, -2.0, 0
#69 O=C(NNC(=O)c1cccc2ccccc12)c1ccc(Cl)cc1Cl
→ 7, 1, x, -2, -2, -2.8, 0
